# Assay outcomes deposited in PubChem by National Center for Advancing Translational Sciences (NCATS).
# Shiga toxin inh = blocks Shiga toxin action in Vero cells | Vero cells, Shiga toxin protein synthesis inhibition reporter | 290,000 tested, 9.2% active | inhibition, % at 38.7 µM; in the data active = inhibition mostly above about 28%, no sharp cut-off; inactive = mostly below about 43%; note: 0% is about no effect
# AmpC inh no detg = blocks E. coli AmpC beta-lactamase in detergent-free assay. AmpC nitrocefin hydrolysis, absorbance 480 nm, 0.0001% Triton. Potency, µM (doses to about 57.1 µM), without a hit: at the top dose activity change, negative = inhibition, actives largely listed as inhibitors. 330,000 tested, 0.52% active. AID 485341;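 note: potency is the fitted concentration of half-maximal effect; plate controls were no compound for no effect and no enzyme for full effect; nearly all actives have a fitted effect of over 20% in size; some results filed as inactive show a strong effect at the top dose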
# Target sequence (P00811 whole entry, looked up): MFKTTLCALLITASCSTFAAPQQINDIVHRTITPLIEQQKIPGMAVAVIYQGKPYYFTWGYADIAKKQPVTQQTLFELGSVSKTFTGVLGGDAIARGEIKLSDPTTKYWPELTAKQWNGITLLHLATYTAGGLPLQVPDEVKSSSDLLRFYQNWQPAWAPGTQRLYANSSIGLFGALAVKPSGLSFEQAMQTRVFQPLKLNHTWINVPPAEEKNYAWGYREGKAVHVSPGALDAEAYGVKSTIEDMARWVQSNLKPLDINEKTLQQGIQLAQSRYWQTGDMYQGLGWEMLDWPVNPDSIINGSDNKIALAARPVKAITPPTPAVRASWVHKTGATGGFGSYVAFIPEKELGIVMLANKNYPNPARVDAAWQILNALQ
#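 20 mM phosphate pH 7.0 + 0.01% (detergent screen) or 0.0001% Triton X-100; 5.3 nM AmpC reagent; cpd preinc 15 min RT; nitrocefin (800 uM stock) to start; A480 q20 s × 4 min; Activity was normalised to no-enzyme and no-compound control wells.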
# HCMV antiviral = inhibitors of human cytomegalovirus. HFF cells, HCMV-luciferase reporter, 72 h; hits give low values. 410,000 tested, 4.5% active. activity change, negative = inhibition, % at 57.5 µM; in the data active = activity change below about -60%; inconclusive = no clear call, values can overlap the other calls; inactive = above about -39%; note: % is set by controls: 0 for no effect and ±100 for the full control effect
#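 After 16 h attachment at 37C, HFF cells received test compound and HCMV-luciferase (1 PFU/cell); reporter luminescence read 72 h later, data normalized against buffer-only and known inhibitor Salinomycin.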
# AmpC detergent = AmpC beta-lactamase inhibition with detergent present | P00811 | AmpC hydrolysis of nitrocefin, absorbance 480 nm, 0.01% Triton | Potency, µM (doses to about 114 µM), without a hit: at the highest dose activity change, negative = inhibition, actives largely listed as inhibitors | 370,000 tested, 0.041% active | AID 485294;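 note: potency is the fitted concentration of half-maximal effect; 0% = no-compound wells and -100% = no-enzyme wells; nearly all actives have a fitted effect of over 25% in size; some results filed as inactive show a strong effect at the top dose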
#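 AmpC (5.3 nM in the dispensed reagent) in 20 mM phosphate pH 7.0 with 0.01% (detergent screen) or 0.0001% Triton X-100 was preincubated with compounds for 15 min at room temperature. Nitrocefin was then added from an 800 uM solution, and hydrolysis was followed at 480 nm.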
# AMA1-RON2 inh = disrupts binding of P. falciparum AMA1 to RON2. Potency, µM (doses to about 58.2 µM), for inactives: at the top dose activity change, negative = inhibition, most hits filed as inhibitors. AlphaScreen AMA1-biotinylated RON2 peptide binding. AID 720542. 360,000 tested, 0.2% active;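 note: potency is the fitted concentration of half-maximal effect; 0% = vehicle wells and -100% = peptide control; nearly all actives have a fitted effect of over 45% in size; some results filed as inactive show a strong effect at the top dose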
#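 AMA1 (3D7) with his tag at 25 nM final met compounds first, then biotinylated RON2 peptide at 25 nM; detection used donor plus acceptor beads, 10 µg/mL apiece, read by AlphaScreen after 30 min at room temperature.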
# Giardia FBPA inh = inhibitors of Giardia lamblia fructose-1,6-bisphosphate aldolase; A8B2U2; purified Giardia FBPA; Potency, µM (series often up to 59.6 µM), for the others: at the top dose activity, negative = inhibition, most hits filed as inhibitors; 290,000 tested, 0.71% active; AID 2451; note: potency is the fitted concentration of half-maximal effect; % is set by controls: 0 for no effect and ±100 for the full control effect; nearly all actives have a fitted effect of over 55% in size
# Target sequence (A8B2U2 whole entry, looked up): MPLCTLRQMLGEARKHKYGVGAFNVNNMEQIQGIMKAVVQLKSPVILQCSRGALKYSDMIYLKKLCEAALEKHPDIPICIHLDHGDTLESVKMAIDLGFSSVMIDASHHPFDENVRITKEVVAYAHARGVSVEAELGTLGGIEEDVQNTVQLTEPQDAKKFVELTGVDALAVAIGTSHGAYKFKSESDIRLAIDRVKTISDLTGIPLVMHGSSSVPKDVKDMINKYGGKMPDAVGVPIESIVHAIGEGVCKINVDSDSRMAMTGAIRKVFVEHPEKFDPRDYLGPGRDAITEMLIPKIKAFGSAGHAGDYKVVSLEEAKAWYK
#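 Giardia FBPA (40 nM reagent) was preincubated 10 min at RT with compound (up to 57.5 uM final), then substrate plus GAPDH/TPI/NAD/arsenate coupling system with diaphorase/resazurin was added; resorufin fluorescence (525/598 nm) was read after 20 min.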
# Cycloheximide cs = affects cycloheximide protein synthesis inhibition readout, counter-screen; AID 2314; cell reporter, cycloheximide protein synthesis inhibition counterscreen; 300,000 tested, 12% active; max response, %; in the data active = max response mostly above about 13%, no sharp cut-off; inactive = mostly below about 14%; note: read at 38.3 µM for the half of the compounds with a filed dose; 0% is about no effect
# * hit, by the source's call; ? = inconclusive; nt = not tested or not shown; [ ] = another dose, or the depositor's remark. Unless noted, calls come from the whole dose curve; as a rule, active = well fitted curve in the direction sought with a large enough effect; inconclusive = small, poorly fitted or top-dose-only effect, or another doubt; inactive = no such curve, though single readings can be large; an effect the other way counts as inactive or inconclusive.
no. | molecule | Shiga toxin inh | AmpC inh no detg | HCMV antiviral | AmpC detergent
1 | Cc1ccc(CN2CCN(Cc3nc4ccccc4nc3C)CC2CCO)cc1 (stereo not drawn) | -22 | 80%[activator] | 9 | -2%
2 | NC(N)=N/N=C/c1ccc(OS(=O)(=O)c2ccccc2)cc1 | 29 | -30% | -82* | -1%
3 | COc1ccc(/C=N/NC(=O)c2cccc([N+](=O)[O-])c2)cc1OC(=O)c1ccc(C)cc1 | 13 | -14% | -26 | 4%
4 | Clc1ccc(-c2nnc3sc(Cc4cccs4)nn23)cc1 | -7 | -16% | 45 | ?
5 | O=C(O)CCCN1C(=O)c2ccc(C(=O)c3cccc([N+](=O)[O-])c3)cc2C1=O | 17 | -18% | 3 | 2%
6 | C=Cn1c(N2CCOCC2)nc2c1c(=O)[nH]c(=O)n2C | -3 | -3% | 25 | ?
7 | CCOc1ccc(Cl)cc1S(=O)(=O)N1CCN(c2ccc(C)c(C)c2)CC1 | 20 | -5% | -25 | 0%
8 | CN=C1SC(CC(=O)Nc2ccccc2F)C(=O)N1/N=C/c1ccc(O)c(OC)c1 (stereo not drawn) | 6 | 1% | 0 | ?

no. | AMA1-RON2 inh | Giardia FBPA inh | Cycloheximide cs
1 | -2% | 3% | -5
2 | -3% | 1% | 2
3 | 7% | 4% | 7
4 | 2% | 2% | 32
5 | 9% | 5% | -2
6 | 6% | 7% | 0
7 | ? | -1% | 9
8 | -2% | -10% | 20

# Record cards (already shown).
# `COc1ccc(/C=N/NC(=O)c2cccc([N+](=O)[O-])c2)cc1OC(=O)c1ccc(C)cc1` in the list: Shiga toxin inh: 13; AmpC inh no detg: -14%; HCMV antiviral: -26; AmpC detergent: 4%; AMA1-RON2 inh: 7%; Giardia FBPA inh: 4%; Cycloheximide cs: 7
# `Cc1ccc(CN2CCN(Cc3nc4ccccc4nc3C)CC2CCO)cc1` (stereo not drawn) in the list: Shiga toxin inh: -22; AmpC inh no detg: 80%[activator]; HCMV antiviral: 9; AmpC detergent: -2%; AMA1-RON2 inh: -2%; Giardia FBPA inh: 3%; Cycloheximide cs: -5

# Given screen by screen: entries from further up.
1) Cc1ccc(CN2CCN(Cc3nc4ccccc4nc3C)CC2CCO)cc1 (stereo not drawn)
2) NC(N)=N/N=C/c1ccc(OS(=O)(=O)c2ccccc2)cc1
3) COc1ccc(/C=N/NC(=O)c2cccc([N+](=O)[O-])c2)cc1OC(=O)c1ccc(C)cc1
screen / no.,1,2,3
Shiga toxin inh,-22,29,13
AmpC inh no detg,80%[activator],-30%,-14%
HCMV antiviral,9,-82*,-26
AmpC detergent,-2%,-1%,4%
AMA1-RON2 inh,-2%,-3%,7%
Giardia FBPA inh,3%,1%,4%
Cycloheximide cs,-5,2,7

# The list continues.
no. | molecule | Shiga toxin inh | AmpC inh no detg | HCMV antiviral | AmpC detergent
9 | FC(F)(F)c1ccccc1CN1CCC(Cc2ccccc2)CC1 | -2 | -27% | -7 | -7%
10 | CCCN1CCN(c2nc3c([nH]2)c(=N)ncn3CC(O)CO)CC1 (stereo not drawn) | -24 | -11% | -2 | ?
11 | C#CCSc1nc(N)c2c(n1)OC(N)=C(C#N)C2c1cccnc1 (stereo not drawn) | 11 | -8% | 20 | -10%
12 | C[C@H](NC(=O)c1nc[nH]c1C(=O)NCc1ccc(CNC(=O)OC(C)(C)C)cc1)C(=O)OCc1ccccc1 | nt | 24% | 3 | nt
13 | N/C(=N\OC(=O)/C=C/c1ccccc1Cl)c1cccnc1 | 112* | 29% | 74 | -8%
14 | Cc1nn(-c2ccccc2)c(N)c1N=Nc1ccc(Cl)cc1 | 102* | 1% | 64 | -9%
15 | COc1ccc([C@H]2CC(=O)C=C(c3cc(Cl)ccc3C)C2)cc1 | nt | 0% | -36 | 4%
16 | CN(C(=O)C1CCOC1)c1nnc(-c2ccccn2)s1 (stereo not drawn) | 86* | -18% | 45 | -2%

no. | AMA1-RON2 inh | Giardia FBPA inh | Cycloheximide cs
9 | -20% | ? | 1
10 | 0% | 14% | -4
11 | -15% | 0% | -2
12 | 115%[activator] | nt | nt
13 | -18% | 0% | 63*
14 | ? | -2% | 29*
15 | 18% | nt | nt
16 | -14% | 4% | 30*

# Other records follow.
no. | molecule | Shiga toxin inh | AmpC inh no detg | HCMV antiviral | AmpC detergent
17 | Cc1ccc(-c2c(C3C4C=CCCC4(C)C(=O)N3Cc3ccccc3)ccc3ccccc23)cc1 (stereo not drawn) | 7 | nt | nt | nt
18 | CCOC(=O)c1c(CN2CCCCC2)n(C)c2ccc(OC)c(S(=O)(=O)c3ccccc3)c12 | -15 | 5% | 9 | ?
19 | CC(C)(C)Cc1nnc(NC(=O)c2ccco2)s1 | 42* | -23% | 137 | ?
20 | CCCn1c(=N)c(S(=O)(=O)c2ccccc2)cc2c(=O)n3ccccc3nc21 | 1 | -31% | -25 | -4%
21 | COC(=O)CC1(C(=O)OC)Oc2ccc(Br)cc2C(=O)N1c1cccc(Cl)c1Cl (stereo not drawn) | -15 | 42% | 11 | -12%
22 | CCOCCCNS(=O)(=O)c1ccc(NC(=O)C2CC(=O)N(c3ccc(C)cc3)C2)cc1 (stereo not drawn) | -11 | 24% | 18 | ?
23 | Clc1cccc(Cl)c1COc1ccccc1CNn1cnnc1 | -8 | 21% | 51 | ?
24 | CCOC(=O)c1cn(CC2CC2)c2cc(F)c(F)cc2c1=O | 7 | -7% | -25 | 0%

no. | AMA1-RON2 inh | Giardia FBPA inh | Cycloheximide cs
17 | nt | -6% | 9
18 | 10% | 1% | 3
19 | -7% | -22% | 32*
20 | -19% | 3% | -1
21 | -2% | -10% | 1
22 | -5% | 0% | -3
23 | -2% | -6% | 11
24 | -4% | -1% | -2

# Five successive records from above, quoted:
no. | molecule | Shiga toxin inh | AmpC inh no detg | HCMV antiviral | AmpC detergent
18 | CCOC(=O)c1c(CN2CCCCC2)n(C)c2ccc(OC)c(S(=O)(=O)c3ccccc3)c12 | -15 | 5% | 9 | ?
19 | CC(C)(C)Cc1nnc(NC(=O)c2ccco2)s1 | 42* | -23% | 137 | ?
20 | CCCn1c(=N)c(S(=O)(=O)c2ccccc2)cc2c(=O)n3ccccc3nc21 | 1 | -31% | -25 | -4%
21 | COC(=O)CC1(C(=O)OC)Oc2ccc(Br)cc2C(=O)N1c1cccc(Cl)c1Cl (stereo not drawn) | -15 | 42% | 11 | -12%
22 | CCOCCCNS(=O)(=O)c1ccc(NC(=O)C2CC(=O)N(c3ccc(C)cc3)C2)cc1 (stereo not drawn) | -11 | 24% | 18 | ?

no. | AMA1-RON2 inh | Giardia FBPA inh | Cycloheximide cs
18 | 10% | 1% | 3
19 | -7% | -22% | 32*
20 | -19% | 3% | -1
21 | -2% | -10% | 1
22 | -5% | 0% | -3

# (continued)
no. | molecule | Shiga toxin inh | AmpC inh no detg | HCMV antiviral | AmpC detergent
25 | Cc1cccc(Cc2ncc(C(F)(F)F)cc2Cl)c1 | -3 | -22% | -7 | 1%
26 | CCOC(=O)c1cnn(-c2ccc(F)cc2)c1N | -3 | 2% | 39 | -2%
27 | COc1ccc(NC(=O)c2cccc(NC(=O)C(C)C)c2)c([N+](=O)[O-])c1 | 22* | -15% | 0 | -1%
28 | CC(=O)Nc1ccc(/C=C(\C#N)C(=O)NC2CCCCC2)cc1 | -9 | -26% | 2 | ?
29 | COc1cc(C=O)ccc1Oc1nnnn1-c1ccccc1 | 8 | -21% | -33 | 5%
30 | Cn1c2ccccc2c(=O)c2c(=O)n(-c3ccc(F)cc3)c(-c3cccs3)nc21 | 23 | -27% | 0 | -5%
31 | Cn1c(CCNC(=O)C2CCCCC2)nc2cc([N+](=O)[O-])ccc21 | 29 | 1% | -1 | -3%
32 | Nc1ncnc(N(c2ccccc2)C2CCCCC2)c1[N+](=O)[O-] | -4 | 0% | ? | 7%
33 | CC(NC(=O)COC(=O)CCc1nc(=O)c2ccccc2n1C)c1ccccc1 (stereo not drawn) | -15 | -19% | -26 | -8%

no. | AMA1-RON2 inh | Giardia FBPA inh | Cycloheximide cs
25 | 6% | -3% | -5
26 | -3% | 4% | 5
27 | -6%[11.6 µM] | 9% | 22*
28 | 0% | 1% | 3
29 | -6% | 5% | 1
30 | ? | -3% | 8
31 | 0% | 1% | -7
32 | -3% | 5% | 3
33 | -1% | -1% | 10
